# Screening results: PubChem BioAssay, National Center for Advancing Translational Sciences (NCATS)
# N370S GC mod: inhibits or activates N370S mutant glucocerebrosidase. P04062. N370S GC spleen homogenate, 4MU-glucoside fluorescence. Potency, µM (titrated, usually from 59.4 µM), inactives show top-dose activity change, negative = inhibition, actives largely listed as inhibitors. 330,000 compounds, 0.092% hits;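 also: 0% = full enzyme activity and -100% = no enzyme basal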
# TDP1 block: blocks human tyrosyl-DNA phosphodiesterase 1; AID 485290; Q9NUW8; recombinant TDP1, AlphaScreen DNA substrate cleavage; 350,000 compounds, 0.28% hits; Potency, µM (titrated, usually from 130 µM), for inactives: at the top dose activity change, negative = inhibition, most hits filed as inhibitors; also: nearly all actives have a fitted effect of over 40% in size
# Target sequence (Q9NUW8 whole entry, looked up): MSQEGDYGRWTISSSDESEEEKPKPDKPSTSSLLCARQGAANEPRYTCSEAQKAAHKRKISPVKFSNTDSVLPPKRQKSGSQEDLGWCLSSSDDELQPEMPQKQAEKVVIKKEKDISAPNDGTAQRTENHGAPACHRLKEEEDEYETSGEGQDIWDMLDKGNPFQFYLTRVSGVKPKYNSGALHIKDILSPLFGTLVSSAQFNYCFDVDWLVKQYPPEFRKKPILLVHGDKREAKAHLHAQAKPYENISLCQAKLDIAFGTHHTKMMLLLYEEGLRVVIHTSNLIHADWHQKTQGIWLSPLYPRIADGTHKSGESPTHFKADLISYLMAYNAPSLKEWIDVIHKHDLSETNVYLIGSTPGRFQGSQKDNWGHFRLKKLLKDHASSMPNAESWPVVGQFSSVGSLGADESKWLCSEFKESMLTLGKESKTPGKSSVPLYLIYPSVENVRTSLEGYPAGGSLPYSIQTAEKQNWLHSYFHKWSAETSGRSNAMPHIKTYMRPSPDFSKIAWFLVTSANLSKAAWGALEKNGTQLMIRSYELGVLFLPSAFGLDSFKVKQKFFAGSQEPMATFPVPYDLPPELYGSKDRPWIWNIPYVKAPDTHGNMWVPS
#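 Compounds were preincubated with Tdp1 (1 nM final) for 15 min at room temperature before substrate (15 nM final) started a 5 min reaction; beads (10 ug/ml final) were then added for 10 min before AlphaScreen detection.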
# FEN1 inh: inhibitors of human flap endonuclease 1 | P39748 | Potency, µM (doses to about 114 µM), for inactives: top-dose activity change, negative = inhibition, most hits filed as inhibitors | Recombinant FEN1 flap cleavage, fluorescence, 15 min | AID 588795 | 390,000 compounds, 0.35% hits; also: nearly all actives have a fitted effect of over 65% in size
# Target sequence (P39748 whole entry, looked up): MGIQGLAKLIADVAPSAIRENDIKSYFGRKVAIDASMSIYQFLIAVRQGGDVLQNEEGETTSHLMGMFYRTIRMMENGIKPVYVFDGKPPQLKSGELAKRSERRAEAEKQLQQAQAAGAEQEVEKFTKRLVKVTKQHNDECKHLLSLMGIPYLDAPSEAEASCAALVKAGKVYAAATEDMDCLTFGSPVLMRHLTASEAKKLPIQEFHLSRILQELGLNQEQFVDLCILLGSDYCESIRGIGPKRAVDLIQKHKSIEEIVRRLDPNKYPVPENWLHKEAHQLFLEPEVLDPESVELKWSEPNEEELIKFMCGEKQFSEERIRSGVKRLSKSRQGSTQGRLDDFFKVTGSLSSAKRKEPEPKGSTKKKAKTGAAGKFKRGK
#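 With each library titrated from low to high concentration, compounds met 10 nM FEN1 for 15 min at room temperature before 50 nM substrate was added; readings at 0 and 15 min fed four-parameter Hill curve fits.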
# The depositor's hits bear a star; ? = inconclusive; · = no result given; & = joins results of further samples; [ ] = another dose, or the depositor's remark. Calls follow the shape of the dose curve; as a rule, active = well fitted curve in the direction sought with a large enough effect; inconclusive = small, poorly fitted or top-dose-only effect, or another doubt; inactive = no such curve, though single readings can be large; an effect the other way counts as inactive or inconclusive. Unless noted, % is scaled to controls: 0 for no effect and ±100 for the full control effect; potency is read from the fitted curve at half-maximal effect. Hits appear at their usual frequency; 0.57% or so of the library scored in one or more.
SMILES,N370S GC mod,TDP1 block,FEN1 inh
Cc1ccc(S(=O)(=O)NN2C(=O)c3ccccc3NC2C)cc1 (configuration not stated),4%,4%,9%
CCCC(=O)Nc1nc2c(OC)ccc(OC)c2s1,-7%,-1%,-16%
CCCCN(CC)CCNC(=O)c1ccc2c(Cl)c3c(nc2c1)CCC3,-14%,·,-1%
O=C(CC(C(=O)N1CCc2ccccc21)n1ccnc1)NCc1ccccc1 (configuration not stated),10%,4%,-5%
COc1ccc(-n2c(-c3ccc(F)cc3)cnc2SCC(=O)NCc2ccco2)cc1,-12%,12%,-8%
CC(C)(CNC(=O)C1CCCN1C(=O)c1cccs1)N1CCOCC1 (configuration not stated),2%,0%,12%
Cc1ccc(C(=O)OC(C)C(=O)Nc2ccc(S(N)(=O)=O)cc2)cc1S(=O)(=O)N1CCOCC1 (configuration not stated),-2%,-21%,12%
CCC(=O)Nc1ccc(C(=O)OCc2ccc(Cl)c(Cl)c2)cc1,-19%,7%,-2%
Cc1ccc(S(=O)(=O)N(C)Cc2nc(-c3ccccn3)no2)cc1,5%,4%,2%
O=C1OC[C@@H]2CCCN2C(=O)[C@@H](CC(=O)N(CCO)Cc2ccccc2)C/C=C\C[C@@H]1Cc1ccc(F)cc1,·,-4%,8%

# Seven of these compounds, reformatted.
structure	N370S GC mod	TDP1 block	FEN1 inh
Cc1ccc(S(=O)(=O)N(C)Cc2nc(-c3ccccn3)no2)cc1	5%	4%	2%
CCCCN(CC)CCNC(=O)c1ccc2c(Cl)c3c(nc2c1)CCC3	-14%	·	-1%
CCCC(=O)Nc1nc2c(OC)ccc(OC)c2s1	-7%	-1%	-16%
Cc1ccc(C(=O)OC(C)C(=O)Nc2ccc(S(N)(=O)=O)cc2)cc1S(=O)(=O)N1CCOCC1 (configuration not stated)	-2%	-21%	12%
CC(C)(CNC(=O)C1CCCN1C(=O)c1cccs1)N1CCOCC1 (configuration not stated)	2%	0%	12%
O=C1OC[C@@H]2CCCN2C(=O)[C@@H](CC(=O)N(CCO)Cc2ccccc2)C/C=C\C[C@@H]1Cc1ccc(F)cc1	·	-4%	8%
Cc1ccc(S(=O)(=O)NN2C(=O)c3ccccc3NC2C)cc1 (configuration not stated)	4%	4%	9%

# 7 of these compounds, set out differently:
# Screens in order: N370S GC mod	TDP1 block	FEN1 inh
O=C(CC(C(=O)N1CCc2ccccc21)n1ccnc1)NCc1ccccc1 (configuration not stated)
  10%	4%	-5%
COc1ccc(-n2c(-c3ccc(F)cc3)cnc2SCC(=O)NCc2ccco2)cc1
  -12%	12%	-8%
CC(C)(CNC(=O)C1CCCN1C(=O)c1cccs1)N1CCOCC1 (configuration not stated)
  2%	0%	12%
Cc1ccc(C(=O)OC(C)C(=O)Nc2ccc(S(N)(=O)=O)cc2)cc1S(=O)(=O)N1CCOCC1 (configuration not stated)
  -2%	-21%	12%
CCC(=O)Nc1ccc(C(=O)OCc2ccc(Cl)c(Cl)c2)cc1
  -19%	7%	-2%
Cc1ccc(S(=O)(=O)N(C)Cc2nc(-c3ccccn3)no2)cc1
  5%	4%	2%
O=C1OC[C@@H]2CCCN2C(=O)[C@@H](CC(=O)N(CCO)Cc2ccccc2)C/C=C\C[C@@H]1Cc1ccc(F)cc1
  ·	-4%	8%

# Carrying on:
SMILES,N370S GC mod,TDP1 block,FEN1 inh
CCCCCCCN1CCC(=O)N(CCO)CC1,-5%,·,0%&-3%
c1ccc(CCCNCC2COc3ccccc3O2)cc1 (configuration not stated),4%,5%,?
O=C(COc1cccnc1[N+](=O)[O-])N1CCc2ccccc21,-10%,3%,12%
Cc1c(C(=O)NC2CCC(C)CC2)oc2ccccc12 (configuration not stated),1%,3%,19%
COc1ccc(-c2noc(CCC(=O)N3CCN(c4cccc(C(F)(F)F)c4)CC3)n2)cc1,28%,1%,0%
O=c1[nH]c(=O)n([C@H]2C[C@H](O)[C@@H](CO)O2)cc1/C=C/Br,1%,5%[56.1 µM],·
N#CCSc1nnc(-c2cccnc2)n1-c1ccccc1,9%,4%,-11%
N=c1cc(C2(O)CCCCC2)n2c(nc3ccccc32)s1,?,-3%,-13%
O=C(COC(=O)Cc1cn2ccsc2n1)Nc1nc2ccccc2s1,7%[2.35 µM],4%,-4%
O=C1c2ccccc2C(=O)N1CCCc1c[nH]c2ccccc12,29%,6%,-16%
O=C(COC(=O)Cc1ccccc1F)Nc1ccc2[nH]c(=O)[nH]c2c1,-5%,·,9%
CC(C)c1cnc2c(c1SCC(=O)Nc1ccc(OC(F)(F)F)cc1)c(=O)n(C)c(=O)n2C,·,-3%,-5%
Cc1cccc(C)c1NC(=O)CSc1nnc(-c2ccco2)c(-c2ccco2)n1,?,·,79µM*
COC(=O)c1ccc(CSc2nnc(-c3ccncc3)o2)o1,-11%,9%,10%
COc1cc(C2c3c(oc4ccc(F)cc4c3=O)C(=O)N2c2nc(C)c(C)s2)cc(OC)c1OC (configuration not stated),·,2%,22%
Nc1nnc(-c2cccnc2)s1,1%&-1%,1%&-6%,5%
NC(=S)N/N=C/c1c(O)c(Br)cc2oc3c(c12)CCCC3,3%,5%,-11%
O=c1c2ccccc2oc2nc(-c3cccs3)n(CCc3ccccc3)c(=O)c12,-1%,-5%,·
COC(=O)c1ccc(CSc2nnc(NC(=O)C3CC(=O)N(c4ccc5c(c4)OCCO5)C3)s2)cc1 (configuration not stated),-8%,5%,2%
CC1(C)SCC2C(=O)N3C(CSC3(C)C)C(=O)N21 (configuration not stated),1%,4%,-14%
CO/N=C/C(C#N)=C/c1cc(C(=O)c2ccc(F)cc2)cn1C,0%,-5%,0%
O=C(C1CCC(CNS(=O)(=O)c2ccccc2)CC1)N1CCCCC1 (configuration not stated),-12%,·,-12%
COc1cc(C(=O)OCc2nc3ccsc3c(=O)[nH]2)c([N+](=O)[O-])cc1OC,-3%,-4%[0.505 µM],4%
C(=N\Nc1ncnc2nc[nH]c12)/c1cccs1,-14%,3%,?
CCCn1c(NC(=O)c2ccc(C)cc2)nc2ccccc21,?,9%,1%
Cc1onc(-c2c(Cl)cccc2Cl)c1C(=O)ONC(=O)c1cc(C(F)(F)F)cc(C(F)(F)F)c1,-22%,5%,-5%
Cc1cccc2c1c(N=NC(N)=S)c(O)n2C1OC(CO)C(O)C(O)C1O (configuration not stated),-1%,·,-11%
CC1(C(=O)NCc2cccnc2)CCC(=O)N1CCc1ccccc1 (configuration not stated),14%,0%,-1%
COc1cccc(Nc2nc(NCCO)c3ccccc3n2)c1,-15%,8%,-22%
CCNc1nc(NCC)nc(SCC(C)=O)n1,2%,4%,24%
CC1CCCCN1C(=O)COC(=O)c1ccc(N2CCCC2=O)cc1 (configuration not stated),·,0%,1%
COc1ccc(S(=O)(=O)N2CCOCC2)cc1N(C)S(=O)(=O)c1ccc(C)cc1,-16%,0%,5%
CCOC(=O)C1Cc2cc3c(cc2C1=O)CC(C(=O)OCC)C3=O (configuration not stated),3%,9%,·
Cc1ccc(Cl)cc1N1CCN(C(=O)C(C)n2ncn3cccc3c2=O)CC1 (configuration not stated),5%,3%,2%&-5%
FC(F)(F)c1ccccc1NC(=S)Nc1ccccc1,1%,·,16%
CC(OC(=O)c1ccc(-n2cnnn2)cc1)C(=O)NCc1ccccc1 (configuration not stated),-10%,-9%,13%
CCCNS(=O)(=O)c1ccc(CCC(=O)NCCc2ccc(OC)c(OC)c2)cc1,6%,6%,-1%
CC(OC(=O)c1ccc([N+](=O)[O-])o1)C(=O)NC1CCCCC1C (configuration not stated),·,-13%,13µM*
CCOC(=O)C1(Cc2ccc(OC)cc2)CCN(C(=O)c2cncs2)CC1,8%,·,1%
CCOC(=O)c1c(CSc2ccccc2)n(C)c2ccc(O)c(CN3CCOCC3)c12,-6%,7%,-3%
O=C(CCC1CCN(Cc2ccc(Cl)cc2)CC1)NC1CC1,-29%,·,-5%
C(#Cc1ccccc1)CN1CCCCC1,-13%,0%,-13%
COC(=O)c1cc(S(=O)(=O)N2CCN(c3ccc([N+](=O)[O-])cc3)CC2)c[nH]1,-22%,5%,14%
Cc1cccc(NC(=S)N(C)C2(c3ccccc3Cl)CCCCC2=O)c1 (configuration not stated),12%,1%,-20%
CCc1cc(C(=O)N2CCc3c([nH]c4ccccc34)C2c2ccc(OC)cc2F)no1 (configuration not stated),5%,-3%,-18%
Cc1noc(C)c1-c1ccc2ncnc(NCC3CCN(C)CC3)c2c1,-3%,4%,·
CC(=O)c1ccccc1OC(=O)c1ccc([N+](=O)[O-])o1,-22%,-4%,-5%
COc1ccccc1C(c1nnnn1CS(=O)(=O)c1ccc(C)cc1)N1CCSCC1 (configuration not stated),-15%,3%,-17%
CNC(=O)c1c(NC(=O)c2cccc(N3C(=O)CCC3=O)c2)sc2c1CCC2,7%,·,12%
CCN1CCN(c2ccc(S(=O)(=O)N3CCCCC3)cc2NC(=O)C(C)Oc2ccc(F)cc2)CC1 (configuration not stated),-12%,·,-12%
# Next section
SMILES,N370S GC mod,TDP1 block,FEN1 inh
COc1cc(C2CC(=O)Nc3c2c(C)nn3-c2nncc(-c3ccccc3)n2)cc(OC)c1OC (configuration not stated),·,0%,?
CCOc1ccccc1CNC(=O)c1cc2occc2n1C,5%,3%,7%
CSc1ccccc1NC(=O)CSc1cccc[n+]1[O-],·,0%,1%
O=C(/C=C/c1ccccc1)OCCN1C(=O)c2ccccc2C1=O,3%,·,-3%
Cc1ccc2c(c1)sc1nc(=O)ccn12,0%,·,3%
O=C(NCCCN1CCN(c2ccc(F)cc2)CC1)C1COc2ccccc2C1 (configuration not stated),·,7%,-9%
c1ccc2c(c1)CCN(C1=Nc3cccc4cccc1c34)C2,-2%,10%,?
CCn1c(COc2ccc(C)cc2)nnc1SCC(=O)NCc1ccco1,-6%,2%,-3%
Cc1cccc(-n2cc(-c3ccccc3)c3c(N4CCOCC4)ncnc32)c1,13%,1%,-12%
COc1cc(O)c(C(CCN2CCN(c3ccccc3)CC2)c2cc(OC)c(OC)c(OC)c2)c(OC)c1 (configuration not stated),-5%&-12%,24%,-7%&-5%
Cn1c(=O)c2c(-c3cccc(Br)c3)n(CCO)cc2n(C)c1=O,·,6%,4%
Cc1ccc(NC(=O)CNC(=O)c2ccco2)cc1,8%,·,3%
CS(=O)(=O)N(CC(=O)N1CCN(c2ccccc2F)CC1)c1ccc2c(c1)OCCO2,-2%,0%,7%
CC(=O)Cc1nsc(NC(=O)c2ccccc2)n1,-16%,4%,7%
CC(C)N1CCc2c(sc(NC(=O)c3ccc([N+](=O)[O-])o3)c2C(N)=O)C1,-9%,7%,·
O=C(COc1cccc(Cl)c1)Nc1ccc(N2CCOCC2)cc1,6%,1%,2%
C=CCn1c(N)c(C(=O)NC2CCCCC2)sc1=S,20%,2%,-3%
CCOc1ccc(NC(=O)c2ccccc2O)cc1,10%,2%,13%
Cc1cc(C)cc(N=Cc2[nH]c3ccc(Br)c(Cl)c3c2O)c1,-2%,1%,-17%
O=C(Nc1ccccc1C(=O)Nc1ccccc1C(=O)NCc1ccco1)c1ccco1,9%,5%,4%
CCC(Oc1ccccc1)C(=O)Nc1ccccc1C(=O)N1CCOCC1 (configuration not stated),-5%,3%,-5%
O=C(CCc1nc(-c2ccccc2F)no1)NCCN1CCOCC1,9%,-2%,21%
C/C(=N/OC(=O)c1ccc(Br)cc1)c1ccc(C)cc1,-10%,2%,-3%
CC(=O)Nc1nonc1-c1nc2ccccc2n1C,4%,4%,4%
COc1ccc(C2=CC(=O)OC(C)(c3ccccc3)O2)cc1 (configuration not stated),13%,0%,7%
Cc1ccc(C(=O)Nc2ccccc2-c2ccccc2)cc1S(=O)(=O)Nc1cccc(C)c1C,19%,6%,8%
CN1CCC(N(C)CC(=O)Nc2ccccc2N2CCOCC2)CC1,-4%,1%,-1%
Cc1[nH]c2ccccc2c1C1=NNC(=Nc2ccc(F)cc2)SC1,-2%,5%,-10%
O=c1[nH]nc(CNc2cccc(C(F)(F)F)c2)c2ccccc12,-5%,1%,-10%
CCC1=NN(C(=O)c2cccnc2)C(O)(C(F)(F)F)C1 (configuration not stated),20%,-6%,-8%
Cn1c(=O)oc2cc(S(=O)(=O)N3CCCC(C(=O)NCc4ccc(F)cc4)C3)ccc21 (configuration not stated),·,-4%,-3%
Cc1cccc2[nH]c(CN(C)C(=O)C3CCC(=O)N(C4CC4)C3)nc12 (configuration not stated),-5%,2%,22%
CN(C)S(=O)(=O)N1CCN(C(=O)c2cccs2)CC1,-19%,3%,-8%
CC(=O)N[C@@H](Cc1c[nH]c2ccccc12)C(=O)OCC(=O)Nc1ccc(Cl)c(S(=O)(=O)N(C)C)c1,-9%,-3%,-1%
CCCCn1c(N)c(N(CC)C(=O)CSc2nnc(-c3ccco3)n2CC)c(=O)[nH]c1=O,1%,·,18%
COc1cccc(C(=O)Oc2ccc3ccc(O)cc3c2)c1,1%,·,-16%
O=C(COC(=O)CCc1c[nH]c2ccccc12)Nc1cc([N+](=O)[O-])ccc1Cl,6%,8%,-10%
COc1ccc2nc3sc(C(=O)N4CCN(C)CC4)cc3cc2c1,-17%,5%,4%
O=c1onc(-c2c(F)cccc2F)n1-c1ccccc1Cl,-4%,·,4%
CCc1ccccc1N(C)C(=O)c1ccc2c(=O)n3c(nc2c1)CCCCC3,·,3%,-19%
